# Screening data: PubChem, NCI
# All columns: NCI-60 one-dose screen, growth in % after 48 h at 10 µM unless noted; 100 = growth as untreated, 0 = no growth, -100 = all killed.
# SK-OV-3: SK-OV-3 ovarian cancer cells; 80,000 tested, 3.2% active; AID 1794785
# OVCAR-3: OVCAR-3 ovarian cancer. 79,000 tested, 7% active
# OVCAR-4: OVCAR-4 ovarian cancer cells; AID 1794784; 80,000 tested, 3.7% active
# DU-145: DU-145 prostate cancer; 81,000 tested, 4.2% active; AID 1794760
# OVCAR-5: OVCAR-5 ovarian cancer. 82,000 tested, 2.9% active
# NCI/ADR-RES: NCI/ADR-RES ovarian cells | 81,000 tested, 4.4% active | AID 1794790
# IGROV1: IGROV1 ovarian cancer | 79,000 tested, 4.7% active | AID 1794786
# OVCAR-8: OVCAR-8 ovarian cancer. 81,000 tested, 4.4% active
# Active calls of the source: *; x = not tested or not shown; & = joins results of further samples. How the source made its calls: active means growth percent below 10; inactive means the rest.
# Order of values – SK-OV-3	OVCAR-3	OVCAR-4	DU-145	OVCAR-5	NCI/ADR-RES	IGROV1	OVCAR-8
- CCCNC(=O)c1c(C)oc2ncnc(Nc3cccc(Cl)c3)c12
→ 86	106	101	90	112	94	95	97
- Cc1c(NCc2nnc3n(Cc4ccccc4)c(=O)c4c5c(sc4n23)CCCC5)c(=O)n(-c2ccccc2)n1C
→ 120	87	75	76	107	86	79	86
- CCOC(=O)Oc1ccc(C)cc1[N+](=O)[O-]
→ 103	98	109	108	110	105	104	105
- CC(C)(C)C(=O)C[n+]1cccc2c3ccccc3ccc21
→ 98	76	83	112	96	101	95	68
- COc1cc(C(=O)/C=C/c2c(-c3cccs3)nc3sc(C)cn23)cc(OC)c1OC
→ 12	-8.6*	14	-18*	57	-35*	9.6*	0.3*
- OCC(c1ccccc1)[n+]1ccccc1 (stereo not drawn)
→ 77&89	104&111	106&100	109&110	78&100	108&106	113&104	96&99
- Cc1nc(Nc2ccccn2)sc1C(=O)CC(SCC(=O)Nc1ccc(Cl)cc1)c1ccccc1F (stereo not drawn)
→ 8.7*	-13*	42	-35*	-41*	-18*	20	-36*
- CCOC(=O)CC(c1ccccc1)C(C#N)c1ccccc1 (stereo not drawn)
→ 95	99	99	104	110	109	108	99
- COC(=O)[C@H]1[C@H]2C[C@@H]3c4[nH]c5cc(OC)ccc5c4CCN3C[C@H]2C[C@@H](OC(=O)c2ccc(N)cc2)[C@@H]1OC
→ 103	78	94	102	158	121	x	69
- Cc1ccc(-c2nnc(SCc3cc(=O)oc4ccc(C)cc34)n2-c2ccccc2)cc1
→ 100	98	101	98	86	87	98	87
- CC(=O)Nc1nc(C)c(-c2n[nH]c(=S)n2-c2ccccc2)s1
→ 114	122	99	126	105	97	127	100
- O=c1ccc(-c2nc(N3CCOCC3)c3ccccc3n2)c[nH]1
→ 105	101	94	94	83	97	107	110
- O=C(O)C1CCCCCC1
→ 97	106	105	101	104	96	104	109
- O=C(Nc1ccc(F)cc1)NC1CCCCC1
→ 101	120	81	111	91	107	97	103
- O=C1c2ccccc2C(=O)N1N1C(=O)c2ccccc2C1=O
→ x	113	116	112	104	104	111	104
- Oc1ccc(-c2nnc(CSc3nnc(-c4ccncc4)o3)o2)cc1
→ 92	107	106	104	99	95	100	95
- COc1cc(C2CC(c3ccc(Cl)c(Cl)c3)=NN2c2ccccc2)cc(OC)c1OC (stereo not drawn)
→ 94	57	74	81	90	86	86	70
- CCS(=O)(=O)Oc1ccc(NC(=O)C2CCCCC2)cc1
→ 101	103	115	100	104	105	105	93
- CN1CCN(CC(=O)N(C)c2ccc(N=C(c3ccccc3)c3c(O)[nH]c4ccc(C#N)cc34)cc2)CC1
→ -7.8*	52	48	33	80	106	31	39
- CO[C@@]12C=C[C@@]34CCC(=O)N3c3ccccc3[C@@H](O1)C4C2
→ 107	108	109	111	101	98	99	98
- C/C(=N/NC(N)=S)c1sc(Nc2cccc(O)c2)nc1C
→ 92	101	106	118	97	98	78	101
- CCC(C)(CC(=O)O)CC(=O)O
→ 113	124	98	115	93	109	x	98
- Cc1ccc(Nc2ccc(N)cc2S(=O)(=O)O)cc1
→ 98&96	110&98	99&102	121&111	103	118	95&101	118&109
- O=C(Nc1nc(-c2ccc(Cl)cc2)nc2c1sc(=S)n2-c1ccccc1)C(F)(F)F
→ 25	17	-53*	38	63	32	33	27
- CCOC(=O)C1CSC(C)(C(=O)OCC)N1 (stereo not drawn)
→ 92	100	109	108	98	101	104	110
- Cn1cc(Cc2ccccc2)c(=O)c(Cc2ccccc2)c1
→ 108	113	113	107	103	104	110	111
- C/C(=N\NC(=O)CSCC(=O)N/N=C(\C)c1ccccc1)c1ccccc1
→ 99	102	103	112	100	104	103	100
- O=C1S/C(=C\c2ccc(Br)cc2)C(=O)N1Cc1cc2ccccc2nc1Cl
→ 95	x	105	104	101	100	107	102
- O=C1C(Cl)=C(NCc2ccc(Cl)cc2)C(=O)N1c1cccc(C(F)(F)F)c1
→ 87	101	98	107	99	97	93	92
- Clc1ccc(-c2nnc(-c3ccc4c(c3)nc(-c3ccccc3)n4C3CCCCC3)o2)cc1
→ 113	66	73	83	98	64	105	61
- O=[N+]([O-])c1ccccc1NCNc1ccccc1[N+](=O)[O-]
→ 111	103	108	105	100	108	110	103
- COc1ccc(Cl)cc1Nc1nc(C(F)(F)F)ccc1C(=O)N/N=C/c1cc(OC)c(OC)c(OC)c1
→ 35	10	24	38	62	1.0*	x	53
- COC1OC2COC(c3ccccc3)OC2C(O)C1NC(=O)c1ccccc1 (stereo not drawn)
→ 100	103	103	105	96	101	104	91
- COc1ccc(CNC(=O)C(O)C(Cc2ccccc2)NC(=O)c2[nH]c3ccccc3c(=O)c2C)cc1 (stereo not drawn)
→ 107	104	106	111	100	105	103	101
- Clc1cccc(/C=N/Nc2nc(N/N=C/c3cccc(Cl)c3)nc(N3CCCCC3)n2)c1
→ 109	91	90	95	110	95	105	89
- CC(C)N1CC(C)(C)NC1=S
→ 103	117	103	112	99	104	109	108
- CCCCCCCCCC[C@@H](C)[C@@H]1CC(=O)N[C@H]([C@@H](C)O)C(=O)N[C@@H](C)C(=O)N[C@H](C)C(=O)N[C@@H](CCC(N)=O)C(=O)N[C@H](Cc2ccc(O)cc2)C(=O)N[C@@H](C(C)CC)C(=O)O1 (stereo partly drawn)
→ 67	48	31	57	92	94	76	52
- COc1ccc(-c2nc(Sc3nc4c(c(=O)n(C)c(=O)n4C)n3Cc3ccc(F)cc3)[nH]c(=O)c2C#N)cc1
→ 84	110	103	111	97	106	92	101
- CC(=O)Nc1ccn(C2OC(COC(C)=O)C(OC(C)=O)C2OC(C)=O)c(=O)n1 (stereo not drawn)
→ 108	90	105	108	95	122	98	118
- O=C(CO)NCCO
→ 104	103	110	100	98	95	109	100
- CCOC(=O)c1cn2ncnc(Oc3ccc(NC(=O)NC4CC4)c(Cl)c3)c2c1C
→ 111	107	53	97	108	90	88	99
- Nc1nnc(Sc2nc3ccc(Cl)cc3c(=O)n2Cc2ccccc2)s1
→ 95	96	109	106	96	101	92	101
- O=C(O)COc1c(Cl)c(Cl)c(Cl)c(Cl)c1Cl.[Cu+2]
→ 94	97	83	105	115	107	91	100
- Cc1ccc(S(=O)(=O)c2ccccc2)cc1
→ 30	-39*	71	26	80	21	45	55
- COc1ccc(/C(=C\c2ccc3c(c2)OCO3)C(=O)Nc2nc3ccc(Cl)cc3s2)cc1
→ 106	100	106	102	100	102	103	105
- c1ccc2[nH]c(CCCCc3nc4ccccc4[nH]3)nc2c1
→ 101	99	107	102	116	105	x	x
- Clc1ccc(OCOc2ccc(Cl)cc2)cc1
→ 104	112	112	108	110	116	109	109
- O=C1C=CC(=O)N1c1cccc(N2C(=O)C=CC2=O)c1
→ 111	66	98	x	102	110	111	106
- CS(=O)(=O)c1nccc(-c2c(-c3ccc(F)c(O)c3)nc3sccn23)n1
→ 107	x	95	97	97	81	109	91
- CCOc1cccc(NC2=C(Br)C(=O)C(C)=C(C)C2=O)c1
→ 88	88	57	104	96	97	59	92
- O=C(Nc1ccccc1)c1c(-c2ccccc2)[n+](=O)c2ccc(Cl)cc2n1[O-]
→ 73	73	58	80	80	59	29	44
- O=C(Nc1nc2cc(C(=O)N3CCN(C(c4ccccc4)c4ccccc4)CC3)ccc2o1)c1ccc(Nc2ccc(Cl)c(Cl)c2)c([N+](=O)[O-])c1
→ 75	83	73	97	90	85	79	91
- CCCCNC(=O)NS(=O)(=O)Cc1ccccc1
→ 107	109	x	111	108	112	97	100
- O=C(c1c[nH]c2ccccc12)c1n[nH]c(=S)n1Cc1ccccc1
→ 97	108	101	101	116	109	100	95
- O=C(C[n+]1ccncc1)c1ccc2ccccc2c1
→ 95	52	75	95	78	101	82	78
- CCCC(C)(NS(=O)(=O)c1ccccc1)C(=O)O (stereo not drawn)
→ 95	99	101	105	99	102	114	101
- CCOC(=O)N(CCCCCCNC(c1ccccc1)S(=O)(=O)O)c1ccccc1 (stereo not drawn)
→ 113	113	108	121	105	101	107	94
- NS(=O)(=O)c1ccc(C(=O)N=Nc2c(O)[nH]c3c(F)cccc23)cc1
→ 109	117	102	113	100	100	100	97
- CCN1C(=O)N(CC)C2Nn3c(s/c(=C4\C(=O)N(C5CCCC5)c5ccccc54)c3=O)=NC21 (stereo not drawn)
→ x	41	56	44	77	11	67	60
- Nc1c(C(=O)c2ccccc2)oc2nc(-c3cnccn3)cc(-c3cccs3)c12
→ 116	104	106	102	109	101	108	103

# (list continues)
# Order of values – SK-OV-3	OVCAR-3	OVCAR-4	DU-145	OVCAR-5	NCI/ADR-RES	IGROV1	OVCAR-8
- CC1=C(C)C(=O)C(N2CCOCC2)=CC1=O
→ 112	111	99	102	101	94	80	97
- CC1=C(CN(CC(=O)O)CC(=O)O)C(=O)C(C(C)C)=C/C1=C(\c1ccccc1S(=O)(=O)O)c1cc(C(C)C)c(O)c(CN(CC(=O)O)CC(=O)O)c1C
→ 104	113	102	119	115	112	92	100
- Cc1c(Cl)cccc1NC(=O)CCCl
→ 104	102	111	106	106	105	104	94
- O=C1/C(=C/c2ccc(-c3cccc([N+](=O)[O-])c3)o2)SC(=S)N1Cc1ccc2c(c1)OCO2
→ 107	107	102	107	108	114	113	108
- CCN(CC)C(=O)c1ccccn1
→ 101	108	120	122	99	106	104	102
- O=C1c2ccccc2C(=O)N1[C@@H]1C(=O)N2CCS[C@]12C(=O)OCc1ccccc1
→ 100	114	103	114	106	100	127	104
- CCCCNC(=O)NC(=O)CS(=O)(=O)c1ccc(C)cc1
→ 115	112	104	120	117	104	125	103
- CC1=C(C)C(=O)C(Nc2cccc(C(=O)OC(C)(C)C)c2)=CC1=O
→ 91	6.2*	35	70	98	76	73	82
- C[C@H]1[C@H](C)CC[C@]2(C(=O)O)CC[C@]3(C)C(=CC[C@@H]4[C@@]5(C)C/C(=C/c6cccnc6)C(=O)C(C)(C)[C@@H]5CC[C@]43C)[C@H]12
→ 78	64	72	70	106	80	91	66
- COc1ccc(C(=O)Nc2ccc3oc(-c4cc(OC)c(OC)c(OC)c4)nc3c2)cc1
→ 77	94	78	83	96	65	87	54
- COc1ccc(N=C2CSc3nnc(-c4cc(F)c(Cl)cc4Cl)n3N2)cc1
→ -42*	-74*	-59*	-49*	-20*	9.2*	-45*	6.3*
- CCCCNC(=O)NS(=O)(=O)c1ccc(N2N=C(c3ccc(C)cc3C)CC2c2ccc(OC)c(OC)c2)cc1 (stereo not drawn)
→ 92	93	98	108	117	76	117	69
- O=C1CCCc2cc3c(cc21)CCCC3
→ 104	118	117	118	106	114	109	97
- O=C(CS(=O)(=O)c1ccccc1)c1cc2ccccc2o1
→ 101	106&116	98	109&118	87&104	99&107	95&105	99&97
- COC(=O)C1=C(C)NC(C)=C(C(=O)OCC(C)C)C1c1ccccc1[N+](=O)[O-] (stereo not drawn)
→ 83	56	52	51	99	49	57	62
- Cc1cc(-c2ccc(N=Nc3c(C)nn(-c4ccc(S(=O)(=O)O)cc4)c3O)c(C)c2)ccc1N=Nc1ccc(O)c(C(=O)O)c1
→ 97	106	106	108	94	104	-9.2*	96
- N#CC1=C(N)Oc2c(ccc3ccccc23)C1c1cc2ccccc2n2nnnc12 (stereo not drawn)
→ 12	-21*	65	19	39	0.9*	33	27
- O=C1CSc2ccccc2N1
→ 112	115	99	116	116	99	105	95
- CC1(c2cccc(N)c2)OCCO1
→ 107	102	103	109	110	104	108	98
- COc1ccc2c(c1OC)C(=O)OC2C1c2c(c(COC(=O)C(Cc3ccccc3)NC(=O)OC(C)(C)C)c3c(c2OC)OCO3)CCN1C (stereo not drawn)
→ 96	106	101	103	99	97	77	100
- C#CCOc1ccc2ncnc(Nc3cccc(NC(=O)CCl)c3)c2c1
→ 113	51	83	74	104	91	-38*	55
- COc1ccc(OC)c(C(O)CNC(=O)CN)c1 (stereo not drawn)
→ 101	113	109	105	x	107	104	100
- C#CCSc1nc2sc3c(c2c(=O)n1N)CCN(C(=O)OCC)C3
→ 103	108	95	105	122	100	101	105
- COc1cccc(C(=O)CSc2nc(-c3ccc(OCc4ccccc4)c(OC)c3)c(C#N)c(=O)[nH]2)c1
→ 94	106	97	107	100	97	106	105
- O=C(CNC(=O)c1cn(-c2ccccc2)nc1-c1ccccc1)c1ccccc1
→ 107	103	102	109	112	93	x	110
- CCOC(=O)c1c2c(c(C)n1C)-c1nn(-c3ccc(OC)cc3)cc1CC2
→ 98	92	85	100	x	x	95	88

# Not a retest: an excerpt of the list.
# Order of values – SK-OV-3	OVCAR-3	OVCAR-4	DU-145	OVCAR-5	NCI/ADR-RES	IGROV1	OVCAR-8
- N#CC1=C(N)Oc2c(ccc3ccccc23)C1c1cc2ccccc2n2nnnc12 (stereo not drawn)
→ 12	-21*	65	19	39	0.9*	33	27
- O=C1CSc2ccccc2N1
→ 112	115	99	116	116	99	105	95
- CC1(c2cccc(N)c2)OCCO1
→ 107	102	103	109	110	104	108	98
- COc1ccc2c(c1OC)C(=O)OC2C1c2c(c(COC(=O)C(Cc3ccccc3)NC(=O)OC(C)(C)C)c3c(c2OC)OCO3)CCN1C (stereo not drawn)
→ 96	106	101	103	99	97	77	100
- C#CCOc1ccc2ncnc(Nc3cccc(NC(=O)CCl)c3)c2c1
→ 113	51	83	74	104	91	-38*	55
- COc1ccc(OC)c(C(O)CNC(=O)CN)c1 (stereo not drawn)
→ 101	113	109	105	x	107	104	100
- C#CCSc1nc2sc3c(c2c(=O)n1N)CCN(C(=O)OCC)C3
→ 103	108	95	105	122	100	101	105
- COc1cccc(C(=O)CSc2nc(-c3ccc(OCc4ccccc4)c(OC)c3)c(C#N)c(=O)[nH]2)c1
→ 94	106	97	107	100	97	106	105
- O=C(CNC(=O)c1cn(-c2ccccc2)nc1-c1ccccc1)c1ccccc1
→ 107	103	102	109	112	93	x	110
- CCOC(=O)c1c2c(c(C)n1C)-c1nn(-c3ccc(OC)cc3)cc1CC2
→ 98	92	85	100	x	x	95	88
